TcdB inh: TcdB glycohydrolase inhibition; inhibition, % at 9.99 µM; AID 652162; hit rate 0.24% among 350,000; P18177; TcdB glycohydrolase enzymatic assay, plate reader; in the data active = inhibition above about 10%
Mtb BioA inh: inhibitors of Mycobacterium tuberculosis BioA enzyme; inhibition, % at 9.99 µM; AID 602481; hit rate 0.096% among 360,000; purified M. tuberculosis BioA enzyme, plate reader; in the data active = inhibition above about 40%
An asterisk follows results filed as active. These rows are one share of the data, so the mix of outcomes need not match the whole.

The opening 5 compounds as a preview:
Second line of a record: TcdB inh	Mtb BioA inh
COC(=O)C[C@H]1CC[C@H](NC(=O)Nc2ccc(C(F)(F)F)cc2)[C@H](CO)O1
    -0.6	3.7
CO[C@@H]1CN(C)C(=O)c2ccc(NC(=O)NC3CCCCC3)cc2OC[C@@H](C)N(C(=O)NC2CCCCC2)C[C@H]1C
    -2.9	-0.1
C[C@H]1CN([C@@H](C)CO)C(=O)Cc2cc(NC(=O)C3CC3)ccc2O[C@@H]1CN(C)C(=O)Nc1ccc(F)cc1
    0.9	1.6
COc1ccc(S(=O)(=O)N2CC[C@@H]3[C@@H](CO)N(C)c4ccc(-c5ccc(F)cc5)cc4[C@@H]32)cc1
    0.8	5.6
O=C(Cc1cccnc1)N1CCCCN2[C@H](C1)[C@H](c1ccc(C#CC3(O)CCCC3)cc1)[C@@H]2CO
    -0.6	-3.5

Results, repeating the preview:
Second line of a record: TcdB inh	Mtb BioA inh
COC(=O)C[C@H]1CC[C@H](NC(=O)Nc2ccc(C(F)(F)F)cc2)[C@H](CO)O1
    -0.6	3.7
CO[C@@H]1CN(C)C(=O)c2ccc(NC(=O)NC3CCCCC3)cc2OC[C@@H](C)N(C(=O)NC2CCCCC2)C[C@H]1C
    -2.9	-0.1
C[C@H]1CN([C@@H](C)CO)C(=O)Cc2cc(NC(=O)C3CC3)ccc2O[C@@H]1CN(C)C(=O)Nc1ccc(F)cc1
    0.9	1.6
COc1ccc(S(=O)(=O)N2CC[C@@H]3[C@@H](CO)N(C)c4ccc(-c5ccc(F)cc5)cc4[C@@H]32)cc1
    0.8	5.6
O=C(Cc1cccnc1)N1CCCCN2[C@H](C1)[C@H](c1ccc(C#CC3(O)CCCC3)cc1)[C@@H]2CO
    -0.6	-3.5
CCC(=O)Nc1ccc2c(c1)OC[C@@H](C)NC[C@H](C)[C@H](OC)CN(C)C2=O
    -0.1	-2.6
CNC[C@H]1Oc2ccc(NC(=O)Nc3ccccc3)cc2C(=O)N([C@@H](C)CO)C[C@H]1C
    0.9	2.5
C[C@H]1CN([C@@H](C)CO)C(=O)c2cc(NS(=O)(=O)c3cn(C)cn3)ccc2O[C@@H]1CN(C)Cc1ccncc1
    0.3	2.9
COCC#Cc1ccc([C@@H]2[C@@H](CO)N3CCCCN(C(=O)CN(C)C)C[C@H]23)cc1
    0.7	-1.0
O=C(C[C@H]1CC[C@H]2NC[C@@H](O)COC[C@@H]2O1)NC1Cc2ccccc2C1
    -0.4	-1.0
C[C@H](NC(=O)C[C@@H]1C=C[C@@H](NC(=O)C2CCOCC2)[C@@H](CO)O1)c1ccccc1
    1.1	-0.9
C[C@H](CO)N1C[C@H](C)[C@@H](CN(C)C(=O)Nc2ccccc2)Oc2c(NC(=O)Nc3cccc4ccccc34)cccc2C1=O
    -6.3	2.7
C[C@H](CO)N1C[C@H](C)[C@H](CN(C)S(=O)(=O)c2cccc(F)c2)Oc2ncc(C#CC3CCCC3)cc2C1=O
    0.6	-2.0
O=C(C[C@H]1C=C[C@H](NC(=O)c2ccc(F)cc2)[C@@H](CO)O1)NCCc1ccncc1
    0.6	-0.1
COc1ccccc1C(=O)N1C[C@H]2[C@@H](c3ccccc31)[C@@H](CO)N2C(=O)Cc1cccnc1
    -1.6	-4.1
C[C@H](CO)N1C[C@H](C)[C@@H](CN(C)CC2CCCCC2)OCCCC[C@H](C)Oc2ccc(NS(=O)(=O)c3ccccc3)cc2C1=O
    0.9	2.0
CC(C)NC(=O)N(C)C[C@H]1OCCCC[C@@H](C)Oc2ccc(NS(=O)(=O)c3cn(C)cn3)cc2C(=O)N([C@@H](C)CO)C[C@H]1C
    -0.8	0.9
O=C(Nc1ccc2c(c1)[C@@H]1C[C@@H](CC(=O)N3CCc4ccccc4C3)O[C@@H](CO)[C@@H]1O2)c1cccnc1
    -0.4	24
COc1ccc(S(=O)(=O)Nc2ccc3c(c2)CC(=O)N([C@@H](C)CO)C[C@H](C)[C@H](CN(C)Cc2ccc(Cl)c(Cl)c2)O3)cc1
    -1.0	2.4
C[C@H]1CN([C@@H](C)CO)S(=O)(=O)c2ccc(C#Cc3ccccn3)cc2O[C@@H]1CN(C)Cc1ccccc1
    0.4	-1.1

Further records
Second line of a record: TcdB inh	Mtb BioA inh
CO[C@@H]1CN(C)C(=O)c2ccc(NC(C)=O)cc2OC[C@H](C)N(C(=O)c2ccccc2)C[C@H]1C
    0.4	1.3
CC(C)NC(=O)Nc1ccc2c(c1)C(=O)N([C@H](C)CO)C[C@H](C)[C@@H](CN(C)CC1CCCCC1)OCCCC[C@@H](C)O2
    -0.3	-0.7
CC(C)NC(=O)N(C)C[C@@H]1OCCCC[C@@H](C)Oc2ccc(NC(=O)CCCN(C)C)cc2C(=O)N([C@H](C)CO)C[C@@H]1C
    -0.4	-1.1
COCC#Cc1ccc2c(c1)O[C@H](CN(C)Cc1ccc3c(c1)OCO3)[C@@H](C)CN([C@@H](C)CO)S2(=O)=O
    1.0	1.4
Cc1ccc(-c2cnc3c(c2)C(=O)N([C@@H](C)CO)C[C@H](C)[C@H](CN(C)CC2CCOCC2)O3)cc1
    0.9	-0.6
OC[C@H]1[C@@H](c2ccccc2)[C@@H](CNCC2CCC2)N1CC1CC1
    -5.8	-2.7
COc1ccc(CN(C)C[C@@H]2OCCCC[C@H](C)Oc3ccc(NC(=O)Nc4ccc(C(F)(F)F)cc4)cc3C(=O)N([C@H](C)CO)C[C@@H]2C)cc1
    0.0	-3.0
CC(C)CC#Cc1cnc2c(c1)C(=O)N([C@@H](C)CO)C[C@H](C)[C@@H](CN(C)C(=O)c1cccc(F)c1)O2
    0.8	1.2
COc1ccc(NC(=O)Nc2ccc3c(c2)C(=O)N([C@@H](C)CO)C[C@@H](C)[C@H](CN(C)Cc2ccccc2)O3)cc1
    -1.3	11
CNC[C@H]1Oc2cc(-c3cncnc3)ccc2S(=O)(=O)N([C@@H](C)CO)C[C@@H]1C
    1.1	0.4
COC(=O)[C@H]1[C@H](CO)[C@H]2Cn3c(ccc(-c4ccccc4)c3=O)[C@@H]1N2CC1CCOCC1
    -0.7	-0.6
CN1c2ccc(-c3ccccc3F)cc2[C@H]2[C@H](CCN2C(=O)c2ccccn2)[C@@H]1CO
    -5.7	-0.2
COc1ccccc1-c1cccc(-c2nc(C(=O)N3CCN(C)CC3)cc3c2[C@H](CCO)N([S@@](=O)C(C)(C)C)C3)c1
    0.1	0.1
CCC(=O)N(C)C[C@@H]1Oc2ncc(C#Cc3ccc(OC)cc3)cc2C(=O)N([C@H](C)CO)C[C@@H]1C
    0.4	-0.5
CN1CCN(C(=O)C[C@H]2CC[C@@H]3[C@H](COC[C@@H](O)CN3CC3CCOCC3)O2)CC1
    -0.9	0.2
CCNC(=O)C[C@@H]1CC[C@H]2[C@@H](COc3ccc(NC(=O)c4cccc(OC)c4)cc3C(=O)N2C)O1
    0.3	-1.5
COc1ccc(C#Cc2ccc([C@H]3[C@@H](CO)N4CCCCN(C(=O)c5ccncc5)C[C@H]34)cc2)cc1
    0.1	-0.4
Cc1ccccc1S(=O)(=O)N1[C@@H](C#N)[C@H](c2ccc(-c3ccccc3)cc2)[C@@H]1CO
    -0.1	-0.5
Cc1noc(C)c1NC(=O)N(C)C[C@@H]1OCCCC[C@H](C)Oc2ccc(NC(=O)c3ccccc3)cc2C(=O)N([C@H](C)CO)C[C@H]1C
    1.7	6.0
Cc1ccc(S(=O)(=O)N(C)C[C@H]2Oc3ccc(NC(=O)NC4CCCCC4)cc3C(=O)N([C@@H](C)CO)C[C@@H]2C)cc1
    -0.5	0.9

Already shown: three of the compounds above.
Second line of a record: TcdB inh	Mtb BioA inh
COC(=O)C[C@H]1CC[C@H](NC(=O)Nc2ccc(C(F)(F)F)cc2)[C@H](CO)O1
    -0.6	3.7
CO[C@@H]1CN(C)C(=O)c2ccc(NC(=O)NC3CCCCC3)cc2OC[C@@H](C)N(C(=O)NC2CCCCC2)C[C@H]1C
    -2.9	-0.1
C[C@H]1CN([C@@H](C)CO)C(=O)Cc2cc(NC(=O)C3CC3)ccc2O[C@@H]1CN(C)C(=O)Nc1ccc(F)cc1
    0.9	1.6

Other structures
Second line of a record: TcdB inh	Mtb BioA inh
COc1ccc(NC(=O)Nc2ccc3c(c2)C(=O)N([C@H](C)CO)C[C@H](C)[C@@H](CN(C)C(=O)Nc2c(C)noc2C)OCCCC[C@@H](C)O3)cc1
    0.9	-3.9
O=C(C[C@@H]1CC[C@@H]2[C@H](COC[C@H](O)CN2CC2CCOCC2)O1)NCc1ccc(Cl)cc1
    -0.9	0.8
CO[C@H]1CN(C)C(=O)c2cc(NC(=O)Nc3cc(F)ccc3F)ccc2OC[C@H](C)N(C)C[C@H]1C
    -10	1.0
C[C@H](CO)N1C[C@H](C)[C@@H](CN(C)Cc2ccc(C(F)(F)F)cc2)Oc2c(NC(=O)NC3CCCCC3)cccc2C1=O
    2.5	0.8
O=C(OC[C@@H]1[C@H]2c3ccccc3OC1(CO)N=C1SCC(=O)N12)c1ccccc1
    0.2	-1.2
COc1ccc(S(=O)(=O)Nc2ccc3c(c2)C(=O)N([C@H](C)CO)C[C@H](C)[C@H](CN(C)S(=O)(=O)c2ccc(F)cc2)OCCCC[C@H](C)O3)cc1
    0.2	-1.1
COc1ccc(-c2cnc3c(c2)C(=O)N([C@H](C)CO)C[C@@H](C)[C@H](CN(C)Cc2cccnc2)O3)cc1
    -3.1	11
CC(C)CC#Cc1ccc2c(c1)O[C@@H](CN(C)C(=O)CN(C)C)[C@H](C)CN([C@H](C)CO)S2(=O)=O
    0.0	0.8
CC=Cc1ccc2n(c1=O)C[C@H]1[C@H](CO)[C@@H](C(=O)NCC3CC3)[C@@H]2N1C(=O)Nc1cc(F)ccc1F (mixture of isomers)
    0.1	-0.8
CO[C@@H]1CN(C)C(=O)c2cc(NC(=O)Nc3cccc(Cl)c3)ccc2OC[C@@H](C)NC[C@H]1C
    -1.3	1.2
C[C@@H](NC(=O)[C@@H]1N[C@@H]2c3ccc(-c4cncnc4)c(=O)n3C[C@@H]2[C@H]1CO)c1ccccc1
    1.0	-1.3
CCCNC(=O)N(C)C[C@@H]1Oc2cc(Br)ccc2S(=O)(=O)N([C@H](C)CO)C[C@H]1C
    0.5	0.9
C[C@@H]1CN([C@@H](C)CO)C(=O)c2cc(NC(=O)Cc3cn(C)c4ccccc34)ccc2O[C@@H]1CN(C)C(=O)Nc1ccccc1
    -0.2	5.5
COc1ccc(NC(=O)N(C)C[C@H]2Oc3ncc(-c4ccc(C#N)cc4)cc3C(=O)N([C@@H](C)CO)C[C@H]2C)cc1
    1.3	3.1
C[C@H](CO)N1C[C@H](C)[C@@H](CN(C)Cc2ccc3c(c2)OCO3)Oc2ccc(NC(=O)Nc3ccccc3)cc2CC1=O
    0.2	-0.6
C[C@H](CO)N1C[C@H](C)[C@H](CN(C)Cc2ccc(Oc3ccccc3)cc2)Oc2c(NC(=O)NC3CCCCC3)cccc2C1=O
    0.3	-2.8
CO[C@H]1CN(C)C(=O)c2cc(NC(C)=O)ccc2OC[C@@H](C)N(C(=O)CC2CC2)C[C@H]1C
    -5.0	-0.5
C[C@@H]1CN([C@H](C)CO)C(=O)c2cc(NC(=O)C3CC3)ccc2O[C@@H]1CN(C)Cc1ccc(C(F)(F)F)cc1
    2.0	1.7
CC(=O)N(C)C[C@@H]1Oc2ncc(C#C[C@@H](C)O)cc2C(=O)N([C@H](C)CO)C[C@@H]1C
    0.6	-2.3
C[C@@H]1CCCCO[C@H](CN(C)S(=O)(=O)c2ccc(F)cc2)[C@@H](C)CN([C@@H](C)CO)C(=O)c2cc(N(C)C)ccc2O1
    -2.6	-0.2

(list continues)
Second line of a record: TcdB inh	Mtb BioA inh
C[C@H]1CN([C@@H](C)CO)S(=O)(=O)c2ccc(C#Cc3ccccc3F)cc2O[C@H]1CN(C)C(=O)Cc1ccccc1
    -0.1	-3.1
C[C@H]1CN([C@@H](C)CO)C(=O)Cc2cc(NC(=O)c3ccncc3)ccc2O[C@@H]1CN(C)Cc1ccccc1
    -0.8	-1.1
C[C@H](CO)N1C[C@H](C)[C@@H](CN(C)Cc2ccc(Oc3ccccc3)cc2)Oc2ccc(NC(=O)Cn3cnnn3)cc2CC1=O
    -1.4	-0.2
C[C@H]1CN([C@@H](C)CO)C(=O)c2cc(NS(=O)(=O)c3ccc(Cl)cc3)ccc2O[C@@H]1CN(C)Cc1ccccc1
    -2.4	2.1
CCCC#Cc1ccc2c(c1)O[C@@H](CN(C)S(=O)(=O)c1cccc(F)c1)[C@@H](C)CN([C@@H](C)CO)S2(=O)=O
    2.0	-4.5
Cc1ccc(S(=O)(=O)N(C)C[C@H]2OCCCC[C@H](C)Oc3ccc(NS(=O)(=O)c4cn(C)cn4)cc3C(=O)N([C@H](C)CO)C[C@@H]2C)cc1
    1.2	6.0
COc1ccc(CN(C)C[C@@H]2OCCCC[C@@H](C)Oc3ccc(NC(=O)Nc4ccc(F)cc4)cc3C(=O)N([C@@H](C)CO)C[C@@H]2C)cc1
    -0.1	-1.2
Cc1ccc(S(=O)(=O)Nc2ccc3c(c2)C(=O)N([C@@H](C)CO)C[C@@H](C)[C@H](CN(C)C(=O)Nc2cccc4ccccc24)OCCCC[C@H](C)O3)cc1
    0.6	0.3
O=C(Nc1ccc2c(c1)[C@@H]1C[C@H](CC(=O)N3CCc4ccccc4C3)O[C@H](CO)[C@@H]1O2)C1CCC1
    0.4	-4.8
Cc1noc(C)c1S(=O)(=O)Nc1ccc2c(c1)C(=O)N([C@H](C)CO)C[C@H](C)[C@H](CN(C)C(=O)Nc1ccc(C(F)(F)F)cc1)OCCCC[C@H](C)O2
    -0.2	0.8
C[C@H](CO)N1C[C@H](C)[C@H](CN(C)S(C)(=O)=O)Oc2ccc(NC(=O)Nc3ccccc3)cc2CC1=O
    0.2	1.3

Screens from PubChem BioAssay.
